# TDP1 cell noCPT = qHTS for Inhibitors of human tyrosyl-DNA phosphodiesterase 1 (TDP1): qHTS in cells in absence of CPT; Potency, µM (titrated, usually from 46.2 µM), inactives show top-dose activity change, negative = growth inhibition, hits mostly inhibitors; 420,000 tested, 15% active; AID 686978, 2013; DT40 Tdp1-/- hTDP1 cells, no CPT, ATP luminescence, 48 h; also: nearly all actives have a fitted effect of over 55% in size
#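 Growth of hTDP1-complemented DT40 Tdp1-knockout cells is measured by ATP luminescence after at least 48 hr compound exposure at 37 °C, with DMSO substituting for the 20 nM CPT used in the parallel screen.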
# TDP1 block = inhibitors of human tyrosyl-DNA phosphodiesterase TDP1; recombinant TDP1, AlphaScreen DNA substrate cleavage; AID 485290; Q9NUW8; Potency, µM (highest dose often 130 µM), inactives show at the highest dose activity change, negative = inhibition, most hits filed as inhibitors; 350,000 tested, 0.28% active; also: nearly all actives have a fitted effect of over 40% in size
# Target sequence (Q9NUW8 whole entry, looked up): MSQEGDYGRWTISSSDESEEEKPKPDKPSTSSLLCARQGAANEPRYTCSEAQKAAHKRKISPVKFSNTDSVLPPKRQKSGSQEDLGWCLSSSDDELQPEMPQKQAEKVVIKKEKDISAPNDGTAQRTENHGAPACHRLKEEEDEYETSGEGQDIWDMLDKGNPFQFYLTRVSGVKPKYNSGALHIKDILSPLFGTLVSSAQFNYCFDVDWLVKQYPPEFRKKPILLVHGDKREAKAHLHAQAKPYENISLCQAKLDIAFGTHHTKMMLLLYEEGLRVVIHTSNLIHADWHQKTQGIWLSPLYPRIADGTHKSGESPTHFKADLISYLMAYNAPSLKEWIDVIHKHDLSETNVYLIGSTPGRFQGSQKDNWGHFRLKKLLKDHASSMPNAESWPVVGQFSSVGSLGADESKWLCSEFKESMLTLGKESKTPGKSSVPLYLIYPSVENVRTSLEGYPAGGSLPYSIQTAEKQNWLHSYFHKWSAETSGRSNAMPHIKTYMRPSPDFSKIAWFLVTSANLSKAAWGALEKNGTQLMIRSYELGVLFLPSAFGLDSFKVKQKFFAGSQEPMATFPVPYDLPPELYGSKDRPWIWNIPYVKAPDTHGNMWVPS
#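 Enzyme-compound mixtures sat 15 min at room temperature, followed by a 5 min reaction with 15 nM final substrate and 10 min with AlphaScreen beads. Recombinant human Tdp1 was used at 1 nM final.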
# GCN5L2 inh = inhibitors of human GCN5L2 histone acetyltransferase | Q92830 | 390,000 tested, 0.21% active | Potency, µM (top dose mostly 58.9 µM), for inactives: top-dose activity change, negative = inhibition, hits mostly inhibitors | GCN5L2 HAT assay, ThioGlo1 CoA-SH fluorescence | AID 504327
#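 Titration-based screen in which CoA formation is detected via maleimide probe ThioGlo1 (50uM) turning fluorescent on thiol reaction; substrates H3(1-25) 75uM and acetyl-CoA 70uM, GCN5L2 20nM, 20 min incubation at room temperature.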
# The depositor's hits bear a star; ? = inconclusive; · = no result given; [ ] = remark or other dose. Calls follow the shape of the dose curve; as a rule, active = well fitted curve in the direction sought with a large enough effect; inconclusive = small, poorly fitted or top-dose-only effect, or another doubt; inactive = no such curve, though single readings can be large; an effect the other way counts as inactive or inconclusive. % is scaled to controls: 0 for no effect and ±100 for the full control effect; potency is read from the fitted curve at half-maximal effect.
SMILES,TDP1 cell noCPT,TDP1 block,GCN5L2 inh
O=C(NC1CCCCC1)N(Cc1cc2cc3c(cc2[nH]c1=O)OCCO3)C1CCCCC1,?,-5.6%,-4.0%
Cc1cc(=O)n2c(C)n[nH]c2n1,-16.7%,0.0%,-13.0%
Cc1ccc(NC(=S)Nc2cc(C(=O)O)ccc2N2CC3CC(C2)c2cccc(=O)n2C3)cc1C (stereo unspecified),?,-2.7%,-11.1%
O=C(CCc1c[nH]c2ccccc12)N/N=C/c1ccc2c(c1)OCO2,23.1µM*,5.4%,-2.0%
C=CCN(C(=O)c1csnn1)C(C(=O)NCc1ccc(F)cc1)c1cccs1 (stereo unspecified),?,-0.2%,0.3%
CCc1nnc(NC(=O)c2n[nH]c(=O)c3ccccc23)s1,?,6.2%,?
O=C(COc1ccc([N+](=O)[O-])cc1)NNC(=O)c1cccnc1,6.2%,·,-5.4%
Cc1cccc(C)c1NC(=O)CN(C)C(=O)Cc1cccc(C(F)(F)F)c1,-13.1%,3.9%[0.0935 µM],2.3%
COc1ccc(C2N(S(=O)(=O)c3ccc(C)cc3)CCN2S(=O)(=O)c2ccc(C)cc2)cc1,?,1.5%,-7.9%
Cc1ccnc(NC(=O)c2cc(S(=O)(=O)NCc3ccccc3)ccc2C)c1,3.2%,0.4%,-0.6%
CCOC(=O)n1c(=O)n(Cc2ccc(Cl)cc2Cl)c2ccccc21,?,-5.3%,-2.7%
COCCN(C(=S)Nc1cc(C)ccc1C)C(C)c1cccnc1 (stereo unspecified),-24.5%,2.3%,12.2%
Cc1cc(C(=O)N/N=C/c2ccc(N(C)C)o2)cs1,16.4µM*,-6.8%,-16.8%
COc1ccccc1C(CNC(=O)c1ccc(C)c(S(=O)(=O)N2CCCCC2)c1)N1CCCC1 (stereo unspecified),-21.5%,0.6%,-4.1%
CCN1CCN(CCNC(=O)c2ccc3c(c2)NC(=O)/C(=C\c2ccc(OC)c(OC)c2)S3)CC1,?,3.4%,-9.0%
O=C(Cn1c(=S)[nH]c2ccccc2c1=O)N1CCc2ccccc2C1,?,2.3%,4.1%
CCCCN1C(=O)CN(C2CCCCC2)C(=O)C1c1ccc(OC(C)C)c(OC)c1 (stereo unspecified),?,13.0%,4.0%
CCOc1ccccc1N(C)C(=O)c1nn(-c2ccc(C)cc2)c(=O)c2c1c1ccccc1n2C,-12.6%,-2.3%,3.0%
O=C1c2ccccc2C(Nc2ccc3c(c2)OCO3)N1Cc1ccc2c(c1)OCO2 (stereo unspecified),14.6µM*,0.0%,0.7%
Cn1c(=O)[nH]c(=O)c2c1nc1n2CCCN1Cc1ccccc1,-22.2%,·,-2.8%
COc1ccc(NC(=O)CC2SC(N3CCOCC3)=NC2=O)c(OC)c1 (stereo unspecified),2.8%,-14.6%,-7.1%
Cc1cccc(C)c1N=Cc1c(C(F)(F)F)[nH][nH]c1=O,-12.7%,2.4%,-1.1%
CC(=O)Nc1ccc(S(=O)(=O)N(C)CC(=O)N(C)Cc2sccc2C)cc1,-11.0%,-0.3%,-12.6%
CCOC(=O)C(C)n1nc(C)c2sc3ccccc3c2c1=O (stereo unspecified),?,8.7%,-1.6%
CCCNC(=O)CSc1n[nH]c(=O)n1CCc1ccccc1,4.4%,·,-17.0%
O=C(CN1C(=O)c2cccc([N+](=O)[O-])c2C1=O)N1CCN(S(=O)(=O)c2ccccc2)CC1,2.7%,1.7%,-7.5%
Cc1csc(NC(=O)c2ccc(S(C)(=O)=O)cc2)n1,-18.3%,5.3%,-6.2%
Cc1cc2nc3c(nc2cc1C)C1(C(=O)N(C)C)CCC3(C)C1(C)C (stereo unspecified),?,0.0%,-6.1%
C/C(=N/NC(=O)c1ccco1)c1ccc(NC(=O)c2ccc(F)cc2)cc1,?,6.3%,2.4%
CCS(=O)(=O)c1ccc(O)c(NC(=O)Nc2ccccc2)c1,-17.0%,3.4%,-7.3%
CC1CCN(C(=O)CN2C(=O)C(=O)N(C(C)C)C2=O)c2ccccc2S1 (stereo unspecified),-3.8%,0.4%,-0.7%
CCN1CCc2c(sc(NC(=O)c3ccc(S(=O)(=O)N(C)CC4CCCO4)cc3)c2C(N)=O)C1 (stereo unspecified),20.6µM*,5.3%,-1.3%
O=C(CSc1nnc(-c2cccc(S(=O)(=O)N3CCCCC3)c2)o1)NCCC1=CCCCC1,?,3.8%,-0.5%
O=C(CSc1nnc(-c2ccc3c(c2)OCO3)o1)Nc1ncc(C(F)(F)F)cc1Cl,16.4µM*,7.2%,-6.2%
COCCNC(=O)c1cccc(OC2CCN(Cc3ccccc3OC(F)F)CC2)c1,-3.8%,·,2.6%
COc1ccccc1CCNC(=O)CSc1nnc2ccc(-c3ccncc3)nn12,-1.6%,6.0%,-16.4%
COc1ccc(CN=CC2=C(O)CNC2=O)cc1OC,-1.7%,2.0%,-15.7%
O=C(OCc1ccccc1F)c1cnc(Cl)c(Cl)c1,1.3%,89.1µM*,-5.5%
Cc1ccccc1OC(C)C(=O)N1CCN(c2ccccn2)CC1 (stereo unspecified),0.8%,0.5%,-6.6%
CC(=O)c1c(C)nc(-c2ccc(OCC(=O)Nc3ccc(F)cc3)cc2)n1O,-12.2%,-4.9%,-7.5%
COc1cc2nc(CN3CCN(C(C)=O)CC3)[nH]c(=O)c2cc1OC,-5.8%,-0.6%,-1.3%
COCC1CCN(C(=O)C2CCC(=O)N(Cc3ccc(Cl)cc3)C2)CC1 (stereo unspecified),-11.8%,1.0%,-9.8%
O=C(COc1ccc(F)cc1)N(Cc1cccc(Br)c1)C1CCS(=O)(=O)C1 (stereo unspecified),?,4.2%,-0.2%
CC(Oc1ccccc1)C(=O)N/N=C/c1ccccn1 (stereo unspecified),-6.6%,5.0%,-2.7%
O=C(NCc1ccc(Cl)cc1)c1cccc(NC2=NC3CS(=O)(=O)CC3S2)c1 (stereo unspecified),4.0%,·,28.2µM*
CCCOC(=O)c1ccc(Nc2nc(C)cc(=O)[nH]2)cc1,?,5.9%,-6.7%
COc1ccc(-n2c(C)cc(C(=O)CN3C(=O)NC4(CCCc5sccc54)C3=O)c2C)cc1 (stereo unspecified),20.6µM*,0.6%,-10.2%
Cc1nn(C(=O)c2ccc(Br)cc2)c(C)c1S(=O)(=O)N1CCOCC1,-0.1%,5.3%,2.6%
COc1ccc(C(=O)C2CCCN(S(=O)(=O)c3cccnc3)C2)c(C)c1 (stereo unspecified),?,2.4%,-0.4%
O=c1c(Cc2ccccc2)c(O)ccn1C1CCCCCCC1,-7.7%,-5.1%,2.7%
COc1ccccc1NC(=O)Cc1cccs1,1.3%,2.2%,-4.1%
COc1cccc(C(=O)C2CCCN(Cc3cn(CC(N)=O)c4ccccc34)C2)c1 (stereo unspecified),?,7.3%,-16.9%
CC(c1ccccn1)N(CCN(C)C)C(=S)Nc1cccc(F)c1 (stereo unspecified),-15.0%,5.9%,-3.7%
CC(=O)c1c(C)[nH]c(C(=O)Nc2ccc3c(c2)OCCO3)c1C,-10.7%,3.9%,-5.3%
CCN(CC)CCN1C2=C(C(=O)CC(C)(C)C2)C(c2cccc(F)c2)C2=C1CC(C)(C)CC2=O,?,0.0%,-6.3%
CN(CC(=O)NCc1ccco1)S(=O)(=O)c1ccc2c(c1)n(C)c(=O)c(=O)n2C,-1.7%,3.1%,-17.8%
CCc1cccc(NC(=O)CCS(=O)(=O)c2cc3c4c(c2)CCN4C(=O)CC3)c1,1.4%,2.6%,-6.0%
COc1ccc(CCNC(=O)C2CCN(C(=O)c3ccc(F)cc3)CC2)cc1OC,0.9%,·,-3.8%
O=C(CCCCCN1C(=O)c2cccc3cccc(c23)C1=O)NCCCO,-4.4%,·,-3.9%
Cc1ccc(C(=O)Nc2ccc(N3CCOCC3)c3nonc23)cc1[N+](=O)[O-],?,5.6%,-13.9%

# 4 neighbouring compounds out of the list so far:
SMILES,TDP1 cell noCPT,TDP1 block,GCN5L2 inh
CCc1cccc(NC(=O)CCS(=O)(=O)c2cc3c4c(c2)CCN4C(=O)CC3)c1,1.4%,2.6%,-6.0%
COc1ccc(CCNC(=O)C2CCN(C(=O)c3ccc(F)cc3)CC2)cc1OC,0.9%,·,-3.8%
O=C(CCCCCN1C(=O)c2cccc3cccc(c23)C1=O)NCCCO,-4.4%,·,-3.9%
Cc1ccc(C(=O)Nc2ccc(N3CCOCC3)c3nonc23)cc1[N+](=O)[O-],?,5.6%,-13.9%

# Individual results from the entries so far:
# In GCN5L2 inh, COc1ccc(-n2c(C)cc(C(=O)CN3C(=O)NC4(CCCc5sccc54)C3=O)c2C)cc1 (stereo unspecified) is entered as -10.2%
# In TDP1 cell noCPT, COc1ccc(CCNC(=O)C2CCN(C(=O)c3ccc(F)cc3)CC2)cc1OC is entered as 0.9%
# In GCN5L2 inh, COc1cccc(C(=O)C2CCCN(Cc3cn(CC(N)=O)c4ccccc34)C2)c1 (stereo unspecified) is entered as -16.9%
# In GCN5L2 inh, Cc1nn(C(=O)c2ccc(Br)cc2)c(C)c1S(=O)(=O)N1CCOCC1 is entered as 2.6%

# Continuation:
SMILES,TDP1 cell noCPT,TDP1 block,GCN5L2 inh
Cc1cc(NS(=O)(=O)c2ccc(NC(=O)CCSc3ccc(F)cc3)cc2)nc(C)n1,-21.9%,4.1%,-2.1%
Cc1noc(C)c1S(=O)(=O)N(C)C[C@H]1Oc2c(NC(=O)NC3CCCCC3)cccc2C(=O)N([C@H](C)CO)C[C@@H]1C,?,0.2%,-1.2%
Cc1cc(C)n(-c2ccc(C(=O)NCC(c3ccco3)N3CCCC3)cc2)n1 (stereo unspecified),-5.6%,-0.3%,-3.1%
O=C(NCCc1ccc(Cl)cc1Cl)c1ccc2nc[nH]c2c1,-8.4%,3.5%,-17.6%
O=C(Nc1ccc(F)cc1F)c1cc(-c2ccccc2O)no1,-20.0%,2.6%,-17.2%
COc1ccc(CC(=O)NNC(=O)c2ccccc2)cc1OC,-3.0%,0.2%,0.2%
CN(C)S(=O)(=O)c1cccc(COC(=O)C2=COCCO2)c1,-9.6%,6.2%,1.8%
COc1cccc(NC(=O)c2cc3c(=O)n(C)c4ccccc4c3n2C)c1,-13.2%,8.1%,-2.9%
C=CCn1c(SCC(=O)Nc2ccc(C(=O)OCC)cc2)nnc1-c1sc(N)nc1C,10.5%,3.3%,-1.0%
O=C(Cc1ccccc1)Nc1ccc(S(=O)(=O)N2CCCC2)cc1,-5.9%,15.3%[0.0935 µM],-20.3%
CCOC(=O)C1=NN(c2ccc(OC)cc2)C2C(=O)N(c3ccccc3OC)C(=O)C12 (stereo unspecified),12.2%,-8.7%,-8.7%
COc1cc(C(CC(=O)Nc2cc(C)ccc2C)N2Cc3ccccc3C2=O)cc(OC)c1OC (stereo unspecified),?,0.0%,11.4%
COc1ccc(CCNC(=O)C(=O)Nc2ccc3nc4n(c(=O)c3c2)CCCCC4)cc1OC,?,·,-26.6%
CCOc1ccc(C(C)C)cc1S(=O)(=O)n1ccnc1C,?,-2.6%,-11.4%
CC(=O)N1CCOc2ccc(S(=O)(=O)N3CCCC(C)C3)cc21 (stereo unspecified),?,5.0%,-24.0%
COc1ccc(N2C(=O)CC(C)(C)CC2=O)cc1OC,9.9%,·,-4.6%
COC(=O)c1c(NC(=O)C2CC=CCC2C(=O)O)sc(C(N)=O)c1C (stereo unspecified),-20.8%,-1.3%,-8.1%
O=C(NCc1cccnc1)c1ccc(-c2cc3ccccc3oc2=O)cc1,?,·,-1.5%
CC1CCCCN1C(=O)CN1C(=O)NC2(CCCCC2C)C1=O (stereo unspecified),-9.8%,0.8%[56.1 µM],0.3%
Cn1c(N)c(C(=O)c2ccc(Cl)cc2)c(=O)n(C)c1=O,-17.1%,-2.7%,-3.2%
CC(=O)N=Nc1[nH]c(N)c2ccccc12,0.5%,0.0%,0.6%
CCOCCCNC(=O)Cc1ccc(Br)cc1,-10.6%,3.4%,-6.6%
CCCCC(CC)C(=O)Nc1ccc(Cl)cn1 (stereo unspecified),0.3%,4.5%,-1.0%
CCN(CC)C(=O)c1c[nH]c2ccc(S(=O)(=O)Nc3cc(C)cc(C)c3)cc2c1=O,-13.2%,0.0%,2.3%
CCCCOc1ccc(C2C(=O)N(C3CCCCC3)CC(=O)N2CCCC)cc1 (stereo unspecified),?,0.0%,11.3%
Cc1ccc(S(=O)(=O)N(C)CC(=O)OCC(=O)Nc2ccccc2)cc1,35.2%[activator],·,-3.3%
Cc1[nH]c2ccccc2c1C(=O)C(=O)NC1CC(=O)N(c2ccc(F)cc2)C1 (stereo unspecified),-14.5%,7.1%[0.505 µM],-2.5%
CC(C)CCn1c(SC(C)C(=O)NC2CC2)nc2ccccc2c1=O (stereo unspecified),-14.9%,0.3%,1.4%
Cc1ccc2cc(CN(c3ccccc3C)S(=O)(=O)c3ccccc3)c(=O)[nH]c2c1,?,-0.3%,0.6%
Cc1ccc(C(=O)c2ccc(N3CCN(C)CC3)c([N+](=O)[O-])c2)cc1,23.1µM*,2.8%,-3.1%
Cc1ccc(C)c(N=C2NC(=O)CS2)c1,-12.2%,2.0%,-6.4%

# Source: PubChem BioAssay (National Center for Advancing Translational Sciences (NCATS))

# Some of the compounds tested. The share of hits here may be higher or lower than overall.
